# NPY-Y1 PAM-ag – NPY-Y1 receptor potentiators or agonists, primary screen, cell-based. Neuropeptide Y receptor type 1 (Homo sapiens), P25929. NPY-Y1 expressing cells, potentiator/agonist activation. activation, % at 3.6 µM. 220,000 tested, 0.37% active; in the data active = activation above about 33%, passing the limit was not always enough;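 note: cells stimulated with NPY at EC10 then isoproterenol at EC100; 0% = low agonist plus stimulus and 100% = saturating agonist plus stimulus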
# Target sequence (P25929 whole entry, looked up): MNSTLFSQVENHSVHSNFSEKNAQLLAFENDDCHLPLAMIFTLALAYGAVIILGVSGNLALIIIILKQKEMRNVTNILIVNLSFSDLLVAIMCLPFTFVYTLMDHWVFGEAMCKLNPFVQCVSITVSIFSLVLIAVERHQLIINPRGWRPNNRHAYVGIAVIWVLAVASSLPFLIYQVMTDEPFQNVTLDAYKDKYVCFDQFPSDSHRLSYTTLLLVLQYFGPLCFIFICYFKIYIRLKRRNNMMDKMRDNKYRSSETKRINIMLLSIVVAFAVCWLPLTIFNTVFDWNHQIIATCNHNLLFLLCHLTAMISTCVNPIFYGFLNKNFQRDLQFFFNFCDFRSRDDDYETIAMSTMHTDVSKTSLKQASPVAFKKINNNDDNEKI
# MDM2 E3 inh – MDM2-luciferase reporter signal enhancers, primary screen, MDM2 E3 ligase inhibitor project, cell-based, luminescence, 1536-well | E3 ubiquitin-protein ligase Mdm2 (Homo sapiens), Q00987 | cell-based MDM2 ubiquitination luciferase reporter, 2 h; 0 = plate control, 100 = twice control, blank-subtracted | signal enhancement, % at 5 µM | 210,000 tested, 0.11% active | AID 1230, 2008;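 active = signal enhancement of 30% or more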;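 note: luminescence tracks abundance of the self-degrading MDM2-luciferase fusion protein; higher signal means inhibition of MDM2 E3 ligase activity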
#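 system = mammalian cells stably expressing self-ubiquitinating, self-degrading MDM2 E3–luciferase fusion | quantity = 2000 cells per well seeded | incubation = 4 h cell settling then 2 h compound exposure, 37 °C | signal = SteadyLite luminescence, 15 min reagent step | benchmarks = plate control and blank wells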
# RBBP9 inhibitor – human RBBP9 inhibitors, primary screen, biochemical, fluorescence polarization, FP-Rh probe, HTS; AID 1515, 2009; Serine hydrolase RBBP9 (Homo sapiens), O75884; 220,000 tested, 0.2% active; recombinant RBBP9; inhibition, % at 7.94 µM;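 active = inhibition above the campaign mean of all tested compounds plus 3 SD, cut at about 14% in these data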;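 note: plate controls were DMSO wells with RBBP9 for no effect and wells lacking RBBP9 protein for full effect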
#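 Assay system: recombinant human RBBP9; Reagent: Serine-hydrolase probe FP-Rh, 375 nM pre-mixing; Doses: 7.94 µM single dose, 0.794% DMSO; Incubation: 30 min then 45 min, 25 °C; Detection: fluorescence polarization (mP), excitation 525 nm, emission 598 nm; Evaluation: percent inhibition from mP, scaled between DMSO and no-protein wells.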
# NPY2 pot ag – NPY-Y2 potentiators or agonists, primary screen, cell-based; activation, % at 3.6 µM; cells expressing NPY-Y2, potentiator/agonist read-out; 220,000 tested, 0.45% active; Neuropeptide Y receptor type 2 (Homo sapiens), P49146; in the data active = activation above about 27%;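 note: cells stimulated with NPY near EC25 plus isoproterenol at EC100; 0% = vehicle plus submaximal agonist and 100% = vehicle plus saturating agonist; some results beyond the cut were filed as inactive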
# Runt-CBFb FRET – inhibitors of RUNX1 Runt–CBFb binding, primary screen, biochemical, FRET, Cerulean-Runt, Venus-CBFb, uHTS. Runt-related transcription factor 1 (Homo sapiens) + Core-binding factor subunit beta …. inhibition, % at 20 µM. 220,000 tested, 0.46% active. Cerulean-Runt/Venus-CBFb FRET ratio 530/480, 1 h. AID 1496, 2009;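 active = inhibition over about 50% at 20 µM in the single-dose screen, limit read from the data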;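 note: 0% = DMSO wells and 100% = excess unlabeled CBFb competitor control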
# Target sequence (Q01196 whole entry, looked up): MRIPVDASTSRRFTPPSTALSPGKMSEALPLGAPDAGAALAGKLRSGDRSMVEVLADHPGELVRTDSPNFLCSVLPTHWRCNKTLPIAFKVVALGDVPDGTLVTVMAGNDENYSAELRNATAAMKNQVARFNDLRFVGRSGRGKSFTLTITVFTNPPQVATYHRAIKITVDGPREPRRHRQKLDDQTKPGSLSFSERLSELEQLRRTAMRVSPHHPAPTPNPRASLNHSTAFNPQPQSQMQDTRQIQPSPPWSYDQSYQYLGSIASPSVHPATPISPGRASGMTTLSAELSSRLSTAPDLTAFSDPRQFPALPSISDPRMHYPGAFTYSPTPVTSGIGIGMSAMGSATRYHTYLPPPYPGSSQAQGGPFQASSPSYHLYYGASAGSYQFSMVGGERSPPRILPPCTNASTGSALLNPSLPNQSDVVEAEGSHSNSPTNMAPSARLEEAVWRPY
# Target sequence (Q13951 whole entry, looked up): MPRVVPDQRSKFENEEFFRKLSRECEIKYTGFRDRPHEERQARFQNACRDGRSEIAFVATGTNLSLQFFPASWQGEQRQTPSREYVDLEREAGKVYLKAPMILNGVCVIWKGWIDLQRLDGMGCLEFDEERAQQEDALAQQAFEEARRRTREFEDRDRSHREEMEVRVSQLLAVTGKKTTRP
#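 Doses: 20 µM compound in 1% DMSO | Material: Cerulean-labeled Runt domain protein | Amount: Each fluorescent fusion protein 100 nM | Schedule: Two 1 h room-temperature incubations shielded from light | Measured by: FRET fluorescence | Evaluation: Loss of energy transfer signal | Controls: Unlabeled CBFb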
# p97 ATPase inh – inhibitors of human p97 ATPase, primary screen, biochemical | Transitional endoplasmic reticulum ATPase (Homo sapiens), P55072 | recombinant p97 ATPase, Kinase-Glo ATP luminescence, 3 h | inhibition, % at 8 µM | 220,000 tested, 0.42% active | AID 1481, 2009; in the data active = inhibition above about 15%;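 note: 0% = DMSO vehicle and 100% = wells lacking enzyme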
# Hck Nef HTS – inhibitors of Nef-activated human Hck kinase, primary screen, biochemical, Z-Lyte FRET, 384-well, Hck-YEEI. Tyrosine-protein kinase HCK (Homo sapiens), P08631. Recombinant Hck-YEEI plus Nef, Z-Lyte FRET kinase assay. inhibition, % at 20 µM. 220,000 tested, 0.68% active. AID 463187, 2010;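 active = Hck-Nef kinase inhibition above about 50%, limit read from the data; inactive = inhibition below that limit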;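 note: 0% = DMSO with Hck plus Nef and 100% = Hck alone without Nef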
# Runt-SMMHC FRET – inhibitors of RUNX1 Runt–CBFb-SMMHC binding, primary screen, biochemical, FRET, Cerulean-Runt, Venus-CBFb-SMMHC, uHTS | Runt-related transcription factor 1 (Homo sapiens) + Core-binding factor subunit beta … | Cerulean-Runt/Venus-CBFb-SMMHC FRET ratio 530/480, 1 h | inhibition, % at 20 µM | 220,000 tested, 0.74% active;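 active = mean inhibition across duplicate retests at 20 µM reaching about 50%, limit read from the data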;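 note: 0% = DMSO wells and 100% = wells with excess untagged CBFb-SMMHC; inhibitors lower the FRET ratio by blocking Runt binding to CBFb-SMMHC; some results filed as inactive read as strong as hits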
# NPY-Y1 antag – NPY-Y1 receptor antagonists, primary screen, cell-based; 200,000 tested, 1% active; Neuropeptide Y receptor type 1 (Homo sapiens), P25929; inhibition, % at 3.6 µM; HEK293-CNG Y1 cells, membrane potential fluorescence; NPY at EC95, then isoproterenol;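 active = inhibition above the campaign mean inhibition of all tested compounds plus 3 SD, cut at about 20% in these data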;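 note: 0% = DMSO wells given NPY plus isoproterenol and 100% = isoproterenol alone without NPY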
#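 Assay system: HEK293 Y1/CNG channel cell line; Doses: single compound dose of 3.6 µM, 0.4% DMSO; Timing: dye 3 h, compound 60 min room temperature, stimulation 45 min; Technique: Membrane-potential fluorescent dye readout; Measure: % inhibition of NPY effect.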
# The depositor's hits bear a star; · = no result given.
Compound	RBBP9 inhibitor	Hck Nef HTS	Runt-SMMHC FRET	NPY-Y1 PAM-ag	NPY-Y1 antag	NPY2 pot ag	Runt-CBFb FRET	MDM2 E3 inh	p97 ATPase inh
O=C(c1cnn2c(C(F)(F)F)cc(-c3ccccc3)nc12)N1CCCc2ccccc21	-5	1	-8	14	7	7	-2	-14	4
O=C(Nc1ccc2c(c1)OCO2)[C@@H]1[C@@H]2C(=O)N(C3CCCCC3)C(=O)[C@@H]2C2c3ccccc3C=CN21 (some centres undefined)	-7	-3	-2	-1	2	3	0	-6	5
COc1ccccc1NC(=O)/C(C#N)=C/c1c(C)nn(-c2ccc(F)cc2)c1Cl	-1	4	-3	14	5	5	2	-11	4
Cc1nc2nc[nH]n2c(=O)c1NS(=O)(=O)c1ccc(F)cc1	-4	-25	2	-2	-1	1	1	3	-2
O=C(O)c1ccc(/C=N/NC(=O)c2cc(-c3cccs3)nc3ccccc23)cc1	-10	6	3	-22	5	9	-2	4	4
CCN(CC)C(=O)N1CCN(Cc2ccc3c(c2)OCO3)CC1	3	8	1	23	-2	8	0	-21	2
Cc1ccc(C2CC(C(F)F)n3ncc(C(=O)Nc4cnn(Cc5ccccc5C)c4)c3N2)cc1 (centres undefined)	-12	0	-2	3	-5	5	-2	-6	-4
CC(C)(C)S(=O)(=O)/C(C#N)=N/Nc1ccc(S(C)(=O)=O)cc1	-9	3	0	2	7	-6	0	-17	-9
COc1ccc2nc(NC(=O)C(NS(=O)(=O)c3cccc4nsnc34)C(C)C)sc2c1 (centres undefined)	6	1	-3	12	4	2	-2	-4	7
Cc1cc(/C=N/NC(=O)c2ccsc2)c(C)n1-c1cnccn1	-5	25	1	-1	5	-4	-2	-17	1
CC1(C)CC(=O)C2(CC3=C(CC(C)(C)CC3=O)O2)C(=O)C1	3	1	-8	11	-1	12	0	-12	3
Cc1onc(-c2c(F)cccc2Cl)c1C(=O)N1C=CC(C(F)(F)F)=NCC1	-7	0	9	3	5	1	0	-6	-5
CC(C)(C)c1ccc(C(=O)NCC(=O)OCC(=O)Nc2ccc3c(c2)OCCO3)cc1	-16	3	-2	-1	2	2	-4	-6	2
O=C(Nc1ccc2c(c1)OCO2)C1CCN(C(=O)c2ccc(Br)cc2)CC1	-2	5	-2	-8	33*	-20	-1	-16	5
CC(=O)Nc1ccc(C(=O)NCCCOC(C)C)cc1	0	13	-2	4	7	-12	-1	-47	-4
COc1ccc(-c2ccc(=O)n(Cc3cccc([N+](=O)[O-])c3)n2)cc1	0	0	-1	-9	0	-11	-7	2	-3
Cn1c(O)c(N=NC(=O)C2COc3ccccc3O2)c2ccccc21 (centres undefined)	-7	12	-2	3	·	-30	-3	-5	5
O=C(N[C@H](C(=O)O)c1ccccc1)C1CCC(Cn2cnc3ccccc3c2=O)CC1 (some centres undefined)	2	-4	-2	18	·	-2	0	-1	5
Cc1ccccc1Nc1nnc(SCC(=O)N(C)C2CCS(=O)(=O)C2)s1 (centres undefined)	-7	2	2	-20	0	4	-2	4	1
Cc1cccc(C)c1Nc1nnc(SCC(=O)NC(=O)c2cccn2C)s1	-1	5	-5	-17	-4	16	2	-16	2
C#CCOCCOCCOCCNc1nc(N2CCN(C(=O)[C@H](CCC(=O)O)n3cc(C(N)CC(C)C)nn3)CC2)nc(N2CCN(C(=O)[C@H](CCC(=O)O)n3cc(C(N)CC(C)C)nn3)CC2)n1 (some centres undefined)	-4	4	-2	-4	0	-16	-1	·	0
c1ccc(OCCSc2ncnc3nc[nH]c23)cc1	0	2	·	11	-9	2	·	·	1
CSc1nc2ncc(C#N)cn2n1	-1	-3	0	-8	4	-10	0	-8	2
CCC/C(=N/Nc1ccc(Cl)cc1)c1cnnc(-c2ccccc2)n1	-9	25	·	-5	-1	-7	·	·	2
O=C(C1CCCCC1)N(Cc1ccccc1)c1ccccn1	-3	7	1	-8	1	3	-2	-13	-4
O=C(CSc1nnc(-c2cccnc2)n1CCN1CCCCC1)Nc1cccc(Cl)c1	-5	3	-2	-2	2	17	-3	-4	0
O=C(Nc1cccc(S(=O)(=O)Nc2ccc(Cl)cc2)c1)c1ccc[n+]([O-])c1	-6	15	0	3	·	5	-1	·	0
CCOc1ccccc1NC(=O)C1CCCN(C(=O)Nc2ccccc2)C1 (centres undefined)	-2	12	-1	4	3	5	-4	-4	2
COc1ccc(C(=O)C[n+]2ccc3c(c2)nc(-c2cc(OC)c(OC)cc2OC)n3C)cc1	5	1	1	-9	-3	-17	2	7	-3
CC(C)NC(=O)c1onc(CSc2cccc3ccccc23)c1C(=O)O	0	0	-1	-13	22*	-44	0	-17	-2
C=CCOc1ccc(CNc2nn[nH]n2)cc1OC	-6	0	0	-4	-1	-15	2	1	2
COc1cc(OC)c(C2=NOC(C(=O)NCc3ccc4c(c3)OCO4)C2)cc1Cl (centres undefined)	-5	3	3	-23	10	-6	-1	19	0
Cc1ccc(-n2c([C@@H]3C[C@H]3c3ccccc3)n[nH]c2=S)cc1	-8	0	15	14	1	4	7	-9	4
CC(=O)C1C(c2ccco2)c2c(noc2C)CC1(C)O (centres undefined)	0	-2	-3	11	10	12	-3	-15	0
c1nc2n(n1)C1=C(CCCC1)C1(CCCCC1)N2	-5	26	0	-1	2	6	-1	-5	4
CC(C)C(=O)Nc1ccc(C(=O)NNC(=O)C(c2ccccc2)c2ccccc2)cc1	-10	1	5	-3	5	-22	2	-6	1
CCOC(=O)N1CCN(S(=O)(=O)c2ccc(C(=O)Nc3nc4c(s3)CC(C)CC4)cc2)CC1 (centres undefined)	-5	1	-4	10	0	-4	-5	-37	2
NS(=O)(=O)c1ccc(CCNC(=O)CCCOc2ccccc2)cc1	-7	23	1	-8	8	-17	0	-5	-1
c1ccc(-c2nnc(OCC3CCCO3)c3ccccc23)cc1 (centres undefined)	-7	-2	2	-7	5	13	1	3	-1
CC1CCN(C(=O)CSc2nnc(Cc3cccn3C)n2CCc2ccccc2)CC1	-3	-2	0	7	11	14	-4	-17	-1
C=CCn1c(SCc2ccccc2Cl)nnc1-c1sc2nc(C)cc(C)c2c1N	1	2	6	-13	·	7	2	-8	-6
CC(C)N(C(=O)CSc1nc2ccccc2n1Cc1ccc(F)cc1)C(C)C	1	10	-5	4	9	16	-7	-13	3
Cc1cccc(OCc2nnc(SCC(=O)NCCc3ccccc3)o2)c1	-3	0	-2	1	7	-14	-4	-21	-6
Cc1cccc(C)c1NC(=O)C1CC(=O)N(C(C)C)C1 (centres undefined)	1	-1	-1	16	1	7	1	-7	3
CC(=NCC1CCCO1)C1=C(O)CC(C)(C)CC1=O (centres undefined)	-1	-1	-4	6	-3	3	-1	-5	-1
COC(=O)C1CCCN1C(=O)COc1ccc(Br)cc1Cl (centres undefined)	-13	0	-2	-5	2	1	-5	0	-7
CCN(CC)C(=O)C(C)OC(=O)c1ccc(O)cc1 (centres undefined)	4	0	-6	3	0	-5	1	-9	4
O=C(c1cccc(F)c1)N1CCCN(C(=O)c2cccc(F)c2)CC1	6	-2	1	-2	-1	2	-1	9	3
CCCCCc1cc(=O)oc2c(C(CCN3CCCC(C)C3)c3ccc(OC)cc3)c(OC)cc(OC)c12 (centres undefined)	·	34	4	·	·	·	0	-6	·
O=C(NNC(=O)c1cc2cc3ccccc3nc2s1)c1cccc(Cl)c1	-5	1	-13	5	2	-2	-4	-11	1
Nc1nc(-c2ccccc2)cc(-c2ccccc2O)n1	-9	-1	-5	-5	0	1	-7	-8	-3
Cc1ccc(OCc2nnc(SCC(=O)NCc3ccco3)n2C)cc1	-3	-8	5	-4	7	-4	-4	-9	-5
CCOc1cc(/C=C/c2ccc3cccc([N+](=O)[O-])c3n2)ccc1OCC(=O)N(C)C	-9	18	-2	9	-4	-4	-1	6	0
CN(C)S(=O)(=O)c1ccc(NC(=O)CN2CCCc3ccccc32)cc1	1	-1	0	1	-4	10	-1	-1	3
COc1cc(C(=O)N/N=C/c2sc(N3CCOCC3)nc2-c2ccccc2)cc(OC)c1OC	-4	1	12	-4	0	-17	4	-9	3
C=CCNc1sc(C(=O)C(C)(C)C)c(N)c1C#N	-11	1	2	11	3	8	32	-16	2

# Other compounds follow.
Compound	RBBP9 inhibitor	Hck Nef HTS	Runt-SMMHC FRET	NPY-Y1 PAM-ag	NPY-Y1 antag	NPY2 pot ag	Runt-CBFb FRET	MDM2 E3 inh	p97 ATPase inh
Cc1ccc(C2CC(c3ccccc3Cl)n3nc(N)nc3N2)cc1 (centres undefined)	-1	14	0	-26	8	-9	0	-2	-3
COc1cccc(NCCC(=O)c2cccc([N+](=O)[O-])c2)c1	-9	-11	1	-5	2	-13	3	-10	0
CC(=O)Nc1ccc2c(COC(=O)[C@H](C)N3C(=O)C4CCCCC4C3=O)cc(=O)oc2c1 (some centres undefined)	-7	-2	-2	7	·	-28	0	-3	5
CCOc1ccccc1-c1nnc(SCC(=O)NC2CC3CCC2C3)n1CC (centres undefined)	1	-1	1	17	-2	-6	-1	-15	-8
COC(=O)/C(C#N)=C/c1occc1C	-3	5	1	26	-2	1	-1	1	4

# Screens deposited in PubChem by several laboratories.
